From PubChem BioAssay
FBPA Giardia inh: Giardia lamblia aldolase inhibition; A8B2U2; purified Giardia FBPA; Potency, µM (highest dose often 59.6 µM), without a hit: at the highest dose activity, negative = inhibition, hits mostly inhibitors; 0.71% of 290,000 active; note: potency is the fitted concentration of half-maximal effect; nearly all actives have a fitted effect of over 55% in size
Target sequence (A8B2U2 whole entry, looked up): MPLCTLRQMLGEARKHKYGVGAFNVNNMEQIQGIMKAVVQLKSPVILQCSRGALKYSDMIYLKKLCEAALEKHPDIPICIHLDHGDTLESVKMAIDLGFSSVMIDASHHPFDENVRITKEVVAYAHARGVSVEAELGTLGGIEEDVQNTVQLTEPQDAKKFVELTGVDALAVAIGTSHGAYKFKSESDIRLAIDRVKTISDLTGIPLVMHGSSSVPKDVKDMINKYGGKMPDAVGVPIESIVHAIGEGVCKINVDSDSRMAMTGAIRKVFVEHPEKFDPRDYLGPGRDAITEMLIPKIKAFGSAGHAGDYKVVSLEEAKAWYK
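40 nM FBPA preincubated 10 min at RT with compound (up to 57.5 uM final), then substrate plus GAPDH/TPI/NAD/arsenate coupling and diaphorase/resazurin added. Fluorescence read after 20 min at RT, 525/598 nm.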
HCMV inh: inhibitors of human cytomegalovirus; HFF cells, HCMV-luciferase reporter, 72 h; active compounds read low; activity change, negative = inhibition, % at 57.5 µM; 4.5% of 410,000 active; in the data active = activity change below about -60%; inconclusive = no clear call, values can overlap the other calls; inactive = above about -39%
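Steps: HFFs plated, 16 h 37C; compounds added; HCMV-luciferase added to MOI 1 PFU/cell; 72 h 37C; OneGlo reagent, 5 min room temperature; luminescence read, normalized to controls.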
Sm TGR block: blocks Schistosoma mansoni thioredoxin glutathione reductase. Q962Y6. purified TGR, DTNB reduction, TNB absorbance 405 nm. Potency, µM (series often up to 114 µM), without a hit: top-dose activity change, negative = inhibition, actives largely listed as inhibitors. 3% of 360,000 active. AID 485364; note: potency is the fitted concentration of half-maximal effect; nearly all actives have a fitted effect of over 60% in size
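Kinetic colorimetric format: TGR-catalysed, NADPH-driven DTNB reduction monitored via TNB absorbance. Enzyme dispensed at 20 nM; compound exposure 15 min at room temperature before reaction start.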
AmpC detergent: inhibitors of E. coli AmpC beta-lactamase with detergent; AmpC hydrolysis of nitrocefin, absorbance 480 nm, 0.01% Triton; Potency, µM (highest dose often 114 µM), for the others: at the top dose activity change, negative = inhibition, hits mostly inhibitors; 0.041% of 370,000 active; AID 485294;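 note: potency is the fitted concentration of half-maximal effect; 0% = no-compound wells and -100% = no-enzyme wells; nearly all actives have a fitted effect of over 25% in size; some results filed as inactive show a strong effect at the top dose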
Target sequence (P00811 whole entry, looked up): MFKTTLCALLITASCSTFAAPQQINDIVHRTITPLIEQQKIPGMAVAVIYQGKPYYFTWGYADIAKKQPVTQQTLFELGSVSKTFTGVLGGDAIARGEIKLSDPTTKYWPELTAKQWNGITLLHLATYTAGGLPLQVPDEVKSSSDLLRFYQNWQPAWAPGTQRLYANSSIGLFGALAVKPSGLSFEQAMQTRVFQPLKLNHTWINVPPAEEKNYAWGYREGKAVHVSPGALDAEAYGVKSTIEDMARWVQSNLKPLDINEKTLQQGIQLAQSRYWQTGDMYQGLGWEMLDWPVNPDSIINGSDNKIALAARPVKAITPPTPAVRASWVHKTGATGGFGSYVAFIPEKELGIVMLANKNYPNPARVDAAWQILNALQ
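AmpC (5.3 nM in the dispensed reagent) in 20 mM phosphate pH 7.0 with 0.01% (detergent screen) or 0.0001% Triton X-100 was preincubated with compounds for 15 min at room temperature. Nitrocefin was then added from an 800 uM solution, and hydrolysis was followed at 480 nm.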
AmpC inh no detg: blocks E. coli AmpC beta-lactamase in detergent-free assay; AmpC nitrocefin hydrolysis, absorbance 480 nm, 0.0001% Triton; 0.52% of 330,000 active; AID 485341; P00811; Potency, µM (titrated, usually from 57.1 µM), for inactives: at the highest dose activity change, negative = inhibition, actives largely listed as inhibitors;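 note: potency is the fitted concentration of half-maximal effect; plate controls were no compound for no effect and no enzyme for full effect; nearly all actives have a fitted effect of over 20% in size; some results filed as inactive show a strong effect at the top dose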
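20 mM phosphate pH 7.0 + 0.01% (detergent screen) or 0.0001% Triton X-100; 5.3 nM AmpC reagent; cpd preinc 15 min RT; nitrocefin (800 uM stock) to start; A480 q20 s × 4 min; Activity was normalised to no-enzyme and no-compound control wells.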
HCV inh: blocks hepatitis C virus. Huh7.5.1 HCVcc-Cre infection, luciferase reporter, 44 h. AID 651820. Potency, µM (highest dose often 41.8 µM), for inactives: at the top dose activity change, negative = inhibition, usual class: inhibitors. 3.4% of 340,000 active; note: potency is the fitted concentration of half-maximal effect
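Whole-lifecycle infectious HCVcc-Cre system; cells 1,000/well, compound then virus (~0.5 moi) added 4 h after plating, 44 h culture. Luciferase read 15 sec following 15 min substrate incubation, room temp.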
* marks the source's active call; other numbers are inactive results; ? = inconclusive; / = no result given; & = joins results of further samples; [ ] = dose if it differs, or a comment. Unless noted, calls come from the whole dose curve; as a rule, active = well fitted curve in the direction sought with a large enough effect; inconclusive = small, poorly fitted or top-dose-only effect, or another doubt; inactive = no such curve, though single readings can be large; an effect the other way counts as inactive or inconclusive. Unless noted, % is set by controls: 0 for no effect and ±100 for the full control effect.

1. O=C(NCCO)C(=O)c1c(-c2ccc(Cl)cc2)cc2ccccn12
2. Cc1cccc(NC(=S)NC(=O)c2ccc(Br)o2)c1
3. CCCCOc1cccc(OCCCC)c1C(=O)Nc1cc(C)on1
4. CN(C)NC(=S)NC(=O)C12CC3CC(CC(C3)C1)C2
5. O=C(CSc1nnc(Cc2cc(=O)[nH]c(=O)[nH]2)n1-c1ccc(F)cc1)NC1CCCC1
6. Cc1ccc(C)c(N2CCN(C(=O)CN3CCSc4ccccc43)CC2)c1
7. CCN(CC(=O)NCc1cccs1)C(=O)/C=C/c1cc(OC)c(OC)c(OC)c1
8. Cn1cc(CCCC(=O)NCc2ccccc2Cl)c2ccccc21
entry no.	1	2	3	4	5	6	7	8
Sm TGR block	8%	0%	3%	-6%	2%	-3%	-1%	6%
AmpC inh no detg	-10%	-26%	-20%	-3%	-16%	/	-11%	/
AmpC detergent	-9%	2%	?	2%	-14%	4%	?	7%
FBPA Giardia inh	10%	-21%	0%	?	-5%	/	/	/
HCV inh	13%	-5%	?	-3%	-2%	/	-5%	/
HCMV inh	-11	15	?	28	8	14	-25	62

The final 4 records of the section above come first, to join the parts:
5. O=C(CSc1nnc(Cc2cc(=O)[nH]c(=O)[nH]2)n1-c1ccc(F)cc1)NC1CCCC1
6. Cc1ccc(C)c(N2CCN(C(=O)CN3CCSc4ccccc43)CC2)c1
7. CCN(CC(=O)NCc1cccs1)C(=O)/C=C/c1cc(OC)c(OC)c(OC)c1
8. Cn1cc(CCCC(=O)NCc2ccccc2Cl)c2ccccc21
9. O=C(Cn1cnc2nc3c(cc2c1=O)CCCC3)Nc1ccc(F)cc1Cl
10. CCCn1cc(SCC(=O)Nc2ccc3c(c2)OCO3)c2ccccc21
11. CCn1c2ccccc2c2cc(CN3CCN(Cc4ccccc4C)CC3)ccc21
12. CCOc1ccc(C(=O)NCC(C)NC(=O)c2ccc(OCC)cc2)cc1 (stereo unspecified)
13. COc1cccc(OC(=O)CSc2nnc(-c3ccccc3Br)o2)c1
14. CCc1ccc(OCC(=O)Nc2cccc3nsnc23)cc1
15. Cc1cc2oc(=O)cc(C)c2cc1NC(=O)CCC(=O)O
16. COC(=O)CCCCCN1C(=O)NC(c2ccc(-c3ccccc3)cc2)C(C(=O)OCc2ccccc2)=C1C (stereo unspecified)
entry no.	5	6	7	8	9	10	11	12	13	14	15	16
Sm TGR block	2%	-3%	-1%	6%	1%	8%	-1%	-23%	-2%	/	-2%	-9%
AmpC inh no detg	-16%	/	-11%	/	/	-26%	/	-15%	-28%	-17%	-14%	-10%
AmpC detergent	-14%	4%	?	7%	11%	?	14%	-12%	0%	1%	?	?
FBPA Giardia inh	-5%	/	/	/	/	-3%	/	0%	15%	-1%	-1%	-1%&9%
HCV inh	-2%	/	-5%	/	/	14µM*	/	10%	3%&8%	-9%	-25%	5%[8.37 µM]
HCMV inh	8	14	-25	62	-24	-65*	123	23	2	-27	5	20

17. CCN1CCN(C(c2cccs2)C(C)NC(=O)c2cccnc2)CC1 (stereo unspecified)
18. CCOC(=O)c1sc(=NC(=O)CCS(=O)(=O)c2ccccc2)n(C)c1C
19. Cc1cc(C(=O)OCC(=O)N2CCCCCC2)ccc1[N+](=O)[O-]
20. Cc1cc(C)cc(NC(=O)CN2CCC(C(=O)c3ccccc3)CC2)c1
21. COc1ccc(CCNC(=O)c2cc3c(cc2Cl)N2CCCCCC2=NS3(=O)=O)cc1
22. Cc1ccc(-c2nn(Cc3ccccc3)cc2C(=O)O)cc1
23. CCOC(=O)c1c(O)c2c(n(Cc3ccco3)c1=O)CCCC2
24. CCOc1ccc(C2C(=O)N(C3CCCCC3)CC(=O)N2CCC2=CCCCC2)cc1OC (stereo unspecified)
entry no.	17	18	19	20	21	22	23	24
Sm TGR block	-28%	0%	-13%	0%	-7%	0%	-8%	18%
AmpC inh no detg	-14%	-20%	-10%	44%	1%	-17%	-20%	/
AmpC detergent	-11%	?	-10%	-1%	0%	2%	-16%	6%
FBPA Giardia inh	0%	8%	/	3%	/	9%	-9%	/
HCV inh	3%	1%	4%	?	-25%	15%	13%	/
HCMV inh	2	17	-34	-35	-24	-25	2	?

In the list so far, these contain an aryl methoxy group:
7. CCN(CC(=O)NCc1cccs1)C(=O)/C=C/c1cc(OC)c(OC)c(OC)c1
13. COc1cccc(OC(=O)CSc2nnc(-c3ccccc3Br)o2)c1
21. COc1ccc(CCNC(=O)c2cc3c(cc2Cl)N2CCCCCC2=NS3(=O)=O)cc1
24. CCOc1ccc(C2C(=O)N(C3CCCCC3)CC(=O)N2CCC2=CCCCC2)cc1OC (stereo unspecified)
entry no.	7	13	21	24
Sm TGR block	-1%	-2%	-7%	18%
AmpC inh no detg	-11%	-28%	1%	/
AmpC detergent	?	0%	0%	6%
FBPA Giardia inh	/	15%	/	/
HCV inh	-5%	3%&8%	-25%	/
HCMV inh	-25	2	-24	?

Following part.
25. Cc1c(C(=O)N(C)Cc2ccccc2)oc2ccc(S(=O)(=O)N3CCCC3)cc12
26. C=CCn1c(SCC(=O)NC2CCCc3ccccc32)nnc1-c1ccncc1 (stereo unspecified)
27. COc1ccc(NC2CCCN(C(=O)c3ccc(OC)cc3OC)C2)cc1 (stereo unspecified)
28. Cc1sc(NC(=O)CN(Cc2ccccc2)C(=O)C2CC2)c(C(N)=O)c1C
29. Cc1c([N+](=O)[O-])nnn1-c1cc(Cl)cc(Cl)c1
30. CCCc1cc(=O)oc2cc(OCc3ccc(OC)cc3)c(Cl)cc12
31. CC(C)N(Cc1nc(-c2ccc(Cl)cc2)no1)C(=O)CCC1CCCC1
32. CC(C)(C)c1nnc(N/N=C/c2ccccc2O)n(N)c1=O
entry no.	25	26	27	28	29	30	31	32
Sm TGR block	3%	0%	-24%	12%	-10%	2%	-1%	-20%
AmpC inh no detg	78%[activator]	-2%	-1%	-9%	-56%	-11%	22%	-38%
AmpC detergent	-3%	0%	?	9%	?	1%	-1%	3%
FBPA Giardia inh	13%	4%	4%	4%	-2%	2%	-3%	-18%
HCV inh	-2%	0%	10%	?	16%	8%	?	?
HCMV inh	4	-16	18	?	/	-39	-16	-102*

33. CCN(c1ccccc1)S(=O)(=O)c1ccc(OC)c(NC(=O)COc2ccc(C(C)=O)cc2)c1
34. Cc1ccc2[nH]c3c(N4CCc5ccccc5C4)ncnc3c2c1
35. NNC(=S)Nc1ccc(C(F)(F)F)cc1Cl
36. CN1c2ccc(Cl)cc2-c2nc(SCC(=O)NCc3ccc(F)cc3)ncc2S1(=O)=O
37. Cc1ccc(S(=O)(=O)N2CCOCC2)cc1NC(=O)COC(=O)CCn1c(C)csc1=O
38. CN(C)c1ccc(/C=N/NC(=O)c2ccc(-n3cnnn3)cc2)cc1
39. O=C(COc1ccccc1Cl)Nc1ccc(C(=O)c2ccc(C(=O)O)cc2)cc1
40. CC(C)Oc1cccc(C(=O)C2CCCN(C(=O)c3cc(C(F)(F)F)[nH]n3)C2)c1 (stereo unspecified)
entry no.	33	34	35	36	37	38	39	40
Sm TGR block	2%	-19%	-20%	11%	-23%	-2%	0%	0%
AmpC inh no detg	-26%	-40%	-29%	/	30%	-13%	-32%	40%
AmpC detergent	?	-8%	-5%	8%	3%	2%	0%	0%
FBPA Giardia inh	/	-2%	/	/	/	/	8%	-11%
HCV inh	?	3.5µM*	1%	/	21%	-4%	-10%	?
HCMV inh	0	-67*	23	18	4	-18	94	-19

Copied from the listing (2 entries):
33. CCN(c1ccccc1)S(=O)(=O)c1ccc(OC)c(NC(=O)COc2ccc(C(C)=O)cc2)c1
34. Cc1ccc2[nH]c3c(N4CCc5ccccc5C4)ncnc3c2c1
entry no.	33	34
Sm TGR block	2%	-19%
AmpC inh no detg	-26%	-40%
AmpC detergent	?	-8%
FBPA Giardia inh	/	-2%
HCV inh	?	3.5µM*
HCMV inh	0	-67*

Continuation.
41. O=[N+]([O-])c1ccc(C2CNC(c3ccccc3)O2)cc1 (stereo unspecified)
42. CCC[C@@H]1C[C@@]1(CCC)[C@@H](NC(=O)c1ccccc1)c1ccc(C(=O)OC)cc1
43. CC(NC(=O)OCc1ccccc1)C(=O)Oc1cc2oc(=O)cc(-c3ccccc3)c2cc1Cl (stereo unspecified)
44. COC1c2ccccc2C(=O)N1Cc1ccc(F)cc1 (stereo unspecified)
45. COc1ccc(OCc2nc(N)nc(Nc3ccc(C)cc3)n2)cc1
46. CN(C)c1ccnc(-n2cccc2/C=N/OCc2ccccc2)c1C#N
47. COc1ccc(CCOC(=O)CNC(=O)c2ccc(Cl)cc2Cl)cc1
48. O=C(COC(=O)C1COc2ccccc2O1)NC1CCCCC1 (stereo unspecified)
entry no.	41	42	43	44	45	46	47	48
Sm TGR block	6%	-12%	-11%	-1%	-21%	-26%	-8%	/
AmpC inh no detg	-19%	-29%	-23%	2%	-5%	1%	-27%	-8%
AmpC detergent	-9%	?	-15%	5%	?	0%	3%	/
FBPA Giardia inh	2%	0%&-6%	27%	6%	3%	2%	/	/
HCV inh	13%	5%[8.37 µM]	25%	13%	-8%	?	/	31%[activator]
HCMV inh	40	-11	-94*	-21	78	-30	-14	-14

49. COc1cccc(N/C(=N/C(=S)Nc2ccc(C)cc2C)Nc2nc(C)cc(C)n2)c1
50. COC(=O)COC(=O)c1ccc(Oc2nc(OC)nc(N(C)C)n2)cc1
51. O=[N+]([O-])c1ccc(O)c(C=Nc2cccc3ccccc23)c1
52. COc1ccc(C)cc1NC(=O)CN(C)S(=O)(=O)c1ccc2c(c1)CC(C)N2C(C)=O (stereo unspecified)
53. O=C1c2cccc3cccc(c23)N1Cc1ccc(F)cc1
54. COc1ccc(CNc2nc3ccccc3n2Cc2ccccc2)cc1OC
55. Clc1ccc(/C=C/c2nc3ccccc3[nH]2)cc1
56. CCOCCOC(=O)NCCCCCCNC(=O)OCCOCC
entry no.	49	50	51	52	53	54	55	56
Sm TGR block	17%	2.2µM*	-10%	0%	7%	13%	25µM*	13%
AmpC inh no detg	-35%	31%	-41%	44%	-19%	28%	-44%	74%[activator]
AmpC detergent	-7%	-1%	4%	1%	7%	-6%	?	?
FBPA Giardia inh	-7%	0%	-5%	/	-8%	4%	-12%	4%
HCV inh	?	3%	18%	?	3%	?	?	-3%
HCMV inh	1	15	36	-21	-24	-7	?	-12
